Screening results as filed in PubChem.
Hsp70 inhibitors = small molecules displacing fluorescent ligand from Hsp70 – biochemical, fluorescence polarization, primary screen (AID 583). one-dose displacement, % at 20 µM; IC50 in µM for titrated hits. Hsp70 fluorescence polarization probe displacement, mP; higher % means a stronger effect. 140,000 tested, 0.06% active; in the data active means displacement above about 50%;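 further: plate controls were vehicle for no effect and reference ligand for full effect; a part of the inactive calls stands beside numbers as strong as those of hits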
MKP-3 inhibition = inhibition of rat DUSP6 enzyme activity – biochemical, in vitro, primary screen (AID 425) | 110,000 tested, 0.17% active | one-dose inhibition, % at 20 µM; IC50 in µM for titrated hits | recombinant MKP-3 phosphatase activity, fluorescence; higher % means a stronger effect; in the data active means inhibition above about 50%;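 further: plate controls were vehicle for no effect and reference inhibitor for full effect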
* hit, by the source's call; . = not tested or not shown; & = joins results of further samples.

mol | Hsp70 inhibitors | MKP-3 inhibition
COc1ccc(NC(=O)c2c(NC(=O)c3ccc([N+](=O)[O-])cc3)sc3c2CCCC3)cc1 | -1.6% | 9%
COCCOC(=O)c1c(C)oc2ccc(OCc3ccccc3F)cc12 | -2.1% | 2%
CCSc1n[nH]c2nc3c(c(=O)n12)C1(CCCC1)Cc1ccccc1-3 | -0.4% | .
N#C/C(=C\c1ccco1)c1nc(-c2ccccc2)cs1 | -4.5% | 8%
NC(=O)c1ccc([N+](=O)[O-])cc1SCc1ccccc1 | 7.0% | .
CCCn1c(=O)c2ccccc2n2c(SCC(=O)NCc3cccs3)nnc12 | 4.7% | -10%
Clc1ccc(-c2onc3c2CCCC3)cc1 | -0.2% | .
Nc1ccc2nc(SCc3ccc(Br)cc3)sc2c1 | -2.1% | 6%
Cn1c(=O)c2c(ncn2CC(=O)NNC(=S)Nc2ccccc2)n(C)c1=O | 1.5% | 2%
CNC(=O)CC(C(=O)O)c1ccc(OCC(C)C)cc1 (stereo not drawn) | 5.7% | -5%
CCOC(=O)c1c(C)oc2c(F)c(C(F)(F)F)c(F)c(F)c12 | -5.1% | -2%
CC(=O)Nc1ccc(-c2nc(-c3ccccc3)c(-c3ccc(Br)cc3)[nH]2)cc1 | -4.2% | -2%
COc1ccc(C2C(C(=O)Nc3ccc4c(c3)OCCO4)c3ccccc3C(=O)N2C)cc1 (stereo not drawn) | -4.1% | .
CC1(C)C2=C([N+](=O)[O-])CN(c3ccccc3)CN2C(C)(C)N1[O] | 0.4% | -1%
CCc1nnc(NC(=O)C(NS(=O)(=O)c2ccc3c(c2)OCCO3)C(C)C)s1 (stereo not drawn) | 6.8% | -1%
O=C1c2oc3ccccc3c(=O)c2C(c2cccnc2)N1Cc1ccco1 (stereo not drawn) | -2.3% | -3%
COc1ccc(C)cc1NC(=O)CN1CCN(c2ccccc2F)CC1 | -0.8% | 1%
NC(=O)c1c(NC(NC(=O)c2ccco2)C(=O)c2ccc(Cl)cc2)sc2c1CCCC2 (stereo not drawn) | -3.1% | .
CCC1(CC)N([O-])C(C)=C(c2ccccc2)[N+]1=O | 0.7% | .
Cn1c(=O)[nH]c(=O)c2c1nc(Br)n2Cc1ccccc1F | 9.6% | -4%
CC(NC(=O)CN1CCN(C)CC1)C1CC2CCC1C2 (stereo not drawn) | -3.2% | 3%
Cc1cc(C)c(C)c(OCC(=O)N2CCOCC2)c1 | 5.2% | .
COc1ccccc1NC(=O)c1ccccc1N(Cc1ccccc1)S(=O)(=O)c1ccccc1 | 4.2% | 1%
O=S(=O)(c1ccc(Cl)cc1)N1c2ccccc2Oc2nc3ccccc3nc21 | -3.5% | .
O=C(NCCO)/C(=C\c1cccc(Br)c1)NC(=O)c1ccccc1 | -1.3% | 3%
COc1cc(OC)c(OC)cc1/C=N/n1c(C)nnc1C | 4.0% | -4%
COc1ccc(CNn2c(C)nc3ccccc3c2=O)cc1 | 0.4% | 7%
CCOC(=O)CCCNC(=O)CCNC(=O)c1ccc(OC(C)C)cc1 | 0.4% | 4%
CS(C)(=O)=NS(=O)(=O)c1ccc(Cl)cc1 | 2.0% | -9%
Cc1ccccc1/C=C1/NC(=S)NC1=O | 6.1% | -2%
CCCCNC(=O)c1c(O)c2cccc3c2n(c1=O)CCC3 | -3.7% | -3%
CCOc1cc2[nH]c(=O)n(CCCCC(=O)NC3CCCCCC3)c(=O)c2cc1OCC | 5.7% | -11%
Cc1c(C(=O)NCc2ccc3c(c2)OCO3)oc2ccc(S(=O)(=O)N3CCC(C)CC3)cc12 | 0.8% | -2%
CCOC(=O)C(C(=O)Nc1ncccn1)C1CCCCC1 (stereo not drawn) | -9.0% | 2%
O=C(O/N=C(\c1ccncc1)c1ccc([N+](=O)[O-])cc1)c1ccc(Oc2ccccc2)cc1 | -2.0% | 2%
CCOc1ccc(-c2csc(NC(=O)C3CCCO3)n2)cc1 (stereo not drawn) | -0.4% | -5%
CCOc1ccc(OCc2cccc(C(=O)N3CCCC3)c2)cc1 | 4.9% | -11%
CCOC(=O)CONC(=NCc1ccccc1)c1nonc1N | -0.2% | 0%
O=C(NCc1ccco1)C1CCN(S(=O)(=O)N2CCOCC2)CC1 | -4.2% | -15%
Cc1ccc(Cn2c(SCC(=O)Nc3cc(C)on3)nc3ccccc3c2=O)cc1 | 4.5% | -11%
COc1cccc(-n2c(C=C3C(=O)N(C)c4ccc(Br)cc43)nc3ccccc3c2=O)c1 | -2.3% | 5%
O=C(c1cccnc1)N1N=C(c2ccccc2)CC1(O)C(F)(F)C(F)(F)C(F)(F)F (stereo not drawn) | -1.8% | 2%
O=C(COc1ccc(Br)cc1)Nc1ccc(Cl)c(Cl)c1 | 1.6% | 4%
Cn1c(C(=O)N2CCC(C(N)=O)CC2)cc2c(=O)n(C)c3ccccc3c21 | 0.4% | -9%
COc1ccccc1NC(=O)c1cc(I)ccc1Cl | 3.3% | 0%
CCOP(=O)(c1c(F)c(F)c(F)c(F)c1F)C(O)c1ccccc1 (stereo not drawn) | 4.2% | -1%
COc1ccc(N2CCN(C(=O)c3ccc4c(c3)OCO4)CC2)cc1 | -0.8% | -6%
Cc1ccc(-c2cc(-c3cc(Cl)ccc3O)[nH]n2)cc1 | -0.4% | 1%
CCOC(=O)C1=C(C)n2c(s/c(=C/c3cccc([N+](=O)[O-])c3)c2=O)=NC1c1ccc(O)c(OC)c1 (stereo not drawn) | 1.5% | .
CS(=O)(=O)c1ccc2nc(NC(=O)c3ccco3)sc2c1 | 3.4%&-1.8% | -1%&0%
CCN(CC)S(=O)(=O)c1ccc2oc(C(=O)NCc3ccc(F)cc3)c(C)c2c1 | 4.2% | -1%
O=C(NCCC1=CCCCC1)c1ccc2c(=O)n3c(nc2c1)CCCCC3 | -1.8% | -9%
CNC(=O)c1ccccc1NC(=O)c1ccco1 | -1.5% | .
O=C(Cc1ccccc1)NC1CCN(S(=O)(=O)c2ccc(C(=O)O)cc2)CC1 | 9.3% | .
NCC(O)(c1ccc(Cl)cc1)c1ccc(Cl)cc1 | -7.1% | 2%
COc1cc(C(=O)NCCCNc2ccc([N+](=O)[O-])cc2)cc(OC)c1OC | -4.6% | 2%
CC(=O)c1c(C(C)=O)c(C)n(NC(=O)c2ccncc2)c1C | -3.0% | 1%
Cc1ccc(-c2noc(CN(C(=O)CCN3C(=O)c4ccccc4C3=O)C(C)C)n2)cc1 | 3.4% | -9%
Cc1cccc(NC(=O)c2ccc(S(=O)(=O)N3CCCCC3)cc2)n1 | . | 8%
Cc1cc2c(cc1C)N(C(=O)CN1C(=O)c3ccccc3C1=O)C(C)(C)c1ssc(=S)c1-2 | 4.9% | 5%

Going on with the list:
Value order – Hsp70 inhibitors | MKP-3 inhibition
> CCC1=NN(C(=O)c2ccc([N+](=O)[O-])cc2)C(O)(c2ccncc2)C1 (stereo not drawn)
→ . | 1%
> CCc1cccc(C)c1NC(=O)c1ccc(OC)c([N+](=O)[O-])c1
→ 3.9% | 4%
> O=C(NCCc1ccc(F)cc1)N1CCOCC1
→ -5.3% | -7%
> CCc1ccc(N=c2c([N+](=O)[O-])nn(-c3ccccc3)n2O)cc1
→ 0.1% | .
> CC(C)c1[nH]c(=O)c(C#N)c2c1CSC(C)(C)C2
→ -3.2% | 4%
> COc1ccc(C(C(=O)NC2CCCCC2)N(C(=O)c2ccco2)c2ccc(-n3cnnn3)c(C)c2)cc1 (stereo not drawn)
→ -4.2% | .
> CCOc1ccccc1NC(=O)Cn1nnc(C(=O)Nc2ccc(C)cc2)c1N
→ -1.5% | 10%
> Cc1nc2cc(N3CCOCC3)c(NC(=O)C3CC3)cc2c(=O)n1Cc1ccccc1
→ 6.3% | -6%
> COc1ccc(-c2nc(-c3ccc(Cl)cc3)no2)cc1
→ -0.7% | 0%
> CCOc1ccc2nc(NC(=O)CSc3ccccc3)sc2c1
→ 7.3% | .
> CCCCP(=O)(c1ccccn1)c1ccccn1
→ 10% | -1%
> CCOC(=O)C1CCCN(c2c(N3CCc4ccccc4C3)c(=O)c2=O)C1 (stereo not drawn)
→ -3.2% | 3%
> COc1ccc(OC)c(C(=O)CSc2nnc(-c3cccnc3)n2C)c1
→ 6.3% | 4%
> CNC(=O)c1ccc2nc(NC(C)=O)sc2c1
→ 1.7% | -4%
> CC(C)(CNS(=O)(=O)c1ccc(Cl)cc1)N1CCCCC1
→ 7.8% | -10%

Reprinted from the part before: 3 compounds, followed by the next part.
Value order – Hsp70 inhibitors | MKP-3 inhibition
> COc1ccc(OC)c(C(=O)CSc2nnc(-c3cccnc3)n2C)c1
→ 6.3% | 4%
> CNC(=O)c1ccc2nc(NC(C)=O)sc2c1
→ 1.7% | -4%
> CC(C)(CNS(=O)(=O)c1ccc(Cl)cc1)N1CCCCC1
→ 7.8% | -10%
> Cc1occc1-c1nnc(SCC(=O)c2c[nH]c3ccccc23)n1C
→ 5.0% | -1%
> COc1cccc(NC(=O)CSc2nnc(Cc3cccs3)n2-c2ccc(C)cc2)c1
→ 4.4% | .
> COc1ccc(/C(N)=N/OC(=O)c2ccc(Cl)cc2)cc1
→ 1.3% | -13%
> O=C(Nc1ccc(S(=O)(=O)NC2CCCCC2)cc1)c1ccco1
→ -0.5% | .
> COc1ccc(/C=C/C(=O)NCC2CCCO2)cc1Br (stereo not drawn)
→ -0.8% | 1%
> CCc1cc(C)cc(OCCOc2ccc(/C=c3\sc4nc5ccccc5n4c3=O)cc2)c1
→ 2.8% | -3%
> O=C(O)c1ccc(CN2CCOCC2)cc1
→ 0.0% | 1%
> COc1ccc(-c2nc3n(n2)C(=O)CC(c2ccco2)S3)cc1 (stereo not drawn)
→ . | -8%
> O=C(O)CCC(=O)Nc1ccc(N2CCOCC2)cc1
→ -0.5% | -2%
> O=c1ccc(Oc2nc(N3CCCCC3)nc(N3CCCCC3)n2)n[nH]1
→ 5.6% | -4%
> CCC(C)(C)NC(=O)C(c1cccc(OC)c1)N(C(=O)c1ccn[nH]1)c1cccc(OC)c1 (stereo not drawn)
→ -0.5% | 2%
> CCCCN(CCCC)CCCNC(=O)CC1Oc2ccc(C)cc2NC1=O (stereo not drawn)
→ 4.1% | 1%
> C=CCn1c(C(C)O)nc2ccccc21 (stereo not drawn)
→ 1.6% | 2%
> Cc1ccc(N2C(=O)C3C(C2=O)C(C(=O)c2ccc(Cl)cc2)N2CCCC32)cc1 (stereo not drawn)
→ 8.3% | -10%
> Cc1cc(C)c(-c2csc(NC(=O)c3ccc(Cl)cc3Cl)n2)c(C)c1
→ -2.6% | 3%
> COc1cccc(N=c2oc3c(C)ncc(CO)c3cc2C(N)=O)c1
→ 2.7% | .
> COC(=O)c1cc(C)nc(N)c1C#N
→ 3.1% | .
> COc1ccc(-c2noc(-c3cccc(OC)c3OC)n2)cc1OC
→ -2.8% | 2%
> O=C(CCCC(=O)Nc1cccnc1)Nc1cccnc1
→ 5.0% | -4%
> COc1ccccc1CNC(=O)/C=C/c1cccc([N+](=O)[O-])c1
→ 6.9% | 4%
> CC(C)(C)c1ccc(-c2nc(-c3cccc([N+](=O)[O-])c3)no2)cc1
→ 0.4% | 0%
> CCOC(=O)c1c(N)c(C#N)n2c1CCC2
→ -1.2% | -2%
> O=C(c1ccccc1)N1CCCC(C(=O)N2CCCCCC2)C1 (stereo not drawn)
→ 6.8% | -12%
> Cc1nc2c(C)c(-c3ccccc3)nn2c(C)c1Cl
→ -1.1% | 4%
> Cc1ccc(SCc2[nH]nc3c2C2(CCSCC2)C(C#N)=C(N)O3)cc1
→ . | -2%
> Clc1ccc2[nH]c3c(NCC4CCCO4)ncnc3c2c1 (stereo not drawn)
→ 3.3% | -1%
> CCC1CCc2c(sc(NC(=O)c3cnccn3)c2C(N)=O)C1 (stereo not drawn)
→ 0.5% | 1%
> COc1cc(OC)c(/C=C2/SC(NC(C)=O)=NC2=O)cc1Br
→ -6.3% | 5%
> COCCN(CC(=O)NCC1CCCO1)C(=O)CCC(=O)Nc1cc(C)on1 (stereo not drawn)
→ 6.4% | 1%
> CCCN1C(=O)C(O)(C/C(C)=N/O)c2ccccc21 (stereo not drawn)
→ -4.4% | -2%

Seven compounds already listed, ordered by the number in MKP-3 inhibition, low to high:
Value order – Hsp70 inhibitors | MKP-3 inhibition
> O=C(c1ccccc1)N1CCCC(C(=O)N2CCCCCC2)C1 (stereo not drawn)
→ 6.8% | -12%
> CCCN1C(=O)C(O)(C/C(C)=N/O)c2ccccc21 (stereo not drawn)
→ -4.4% | -2%
> CC(C)(C)c1ccc(-c2nc(-c3cccc([N+](=O)[O-])c3)no2)cc1
→ 0.4% | 0%
> CCC1CCc2c(sc(NC(=O)c3cnccn3)c2C(N)=O)C1 (stereo not drawn)
→ 0.5% | 1%
> COc1ccc(-c2noc(-c3cccc(OC)c3OC)n2)cc1OC
→ -2.8% | 2%
> COc1ccccc1CNC(=O)/C=C/c1cccc([N+](=O)[O-])c1
→ 6.9% | 4%
> COc1cc(OC)c(/C=C2/SC(NC(C)=O)=NC2=O)cc1Br
→ -6.3% | 5%

Next compounds
Value order – Hsp70 inhibitors | MKP-3 inhibition
> Cc1ccc(NC(=O)Nc2cccs2)cc1
→ 3.1% | -1%
> CC(C)(C)n1ncc2c(=O)n(CC(=O)Nc3ccc(Cl)cc3)cnc21
→ 1.3% | -4%
> CCOC(=O)c1ccc(-n2sc3c(c2=S)-c2ccccc2NC3(C)C)cc1
→ -3.0% | 3%
> Cc1cc(C(F)(F)F)nc(NCc2cccnc2)n1
→ 7.0% | -1%
> COCCCNCCOCCOc1ccc(Cl)cc1C
→ -6.0% | 4%
> O=C(CCS(=O)(=O)c1ccc(Cl)cc1)OCC(=O)N1CCCCC1
→ 2.0% | 1%
> CCC1(C)Cc2c(sc3nc(SC)nc(N)c23)CO1 (stereo not drawn)
→ 4.8% | .
> COCCn1c(C)cc(C(=O)COC(=O)c2n[nH]c3ccccc23)c1C
→ 0.8% | -14%
> CC(=O)OC(C(=O)NC1CCCCC1)c1cccc(C)c1 (stereo not drawn)
→ -5.1% | .
> CCOC(=O)c1sc(NC(=O)CSc2nnnn2-c2ccc(C)cc2)c(C(=O)OCC)c1C
→ -5.1% | -5%

An excerpt (hit frequency here may not be typical).
